Screens from PubChem.
IL-2 act: qHTS of IL-2 Activators; IL-2 activation reporter assay, cell-based qHTS; stimulated with anti-CD3/CD4/CD28 beads; in transgenic mouse T cells; actives 0.065% (n = 360,000); activation, % (series mostly up to about 46 µM); in the data active = activation above about 50%; inconclusive = mostly about 30% to 49%; also: 0% is about no effect
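Unstimulated transgenic mouse T cells; 60-min compound exposure; bead-based TCR/CD4/CD28 stimulation; 18 h culture, 37 degrees C; dual fluorescence (EGFP, DsRed) plate cytometry.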
PI5P4Ka inh: qHTS for Inhibitors of phosphatidylinositol 5-phosphate 4-kinase (PI5P4K); Phosphatidylinositol 5-phosphate 4-kinase type-2 alpha (Homo sapiens), P48426; PI5P4Kalpha enzyme, ADP-Glo luminescence, 60 min; hits give low values; max response, %; actives 1.2% (n = 330,000); active = max response of -50% or lower; inconclusive = between -30% and -50%; inactive = -30% or higher; also: value at the top dose of about 77 µM; % is scaled to controls: 0 for no effect and ±100 for the full control effect
Target sequence (P48426 whole entry, looked up): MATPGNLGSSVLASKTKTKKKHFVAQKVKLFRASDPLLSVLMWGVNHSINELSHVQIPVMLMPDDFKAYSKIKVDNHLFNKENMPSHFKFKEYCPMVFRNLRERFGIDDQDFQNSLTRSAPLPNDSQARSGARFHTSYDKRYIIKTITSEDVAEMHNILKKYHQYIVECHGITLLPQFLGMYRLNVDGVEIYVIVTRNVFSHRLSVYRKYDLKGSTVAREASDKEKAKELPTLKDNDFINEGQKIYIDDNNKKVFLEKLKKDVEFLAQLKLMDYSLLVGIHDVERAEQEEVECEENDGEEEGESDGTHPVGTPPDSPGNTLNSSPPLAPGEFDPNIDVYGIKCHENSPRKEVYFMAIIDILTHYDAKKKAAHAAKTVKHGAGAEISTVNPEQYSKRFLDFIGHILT
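ADP-Glo luminescence end-point read after a 60 min room-temperature kinase reaction of PI5P4Kalpha plus substrate, initiated with ATP at 5 microM final. Buffer: 0.038 M HEPES pH 7.4, EGTA, 0.1% CHAPS, 5% DMSO.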
WRN inhibitor: qHTS for Inhibitors of WRN Helicase; Bifunctional 3'-5' exonuclease/ATP-dependent helicase WRN (Homo sapiens), Q14191; WRN helicase unwinding, fluorescent forked duplex, kinetic; Potency, µM (highest dose often 114 µM), without a hit: top-dose activity change, negative = inhibition, hits mostly inhibitors; actives 0.46% (n = 360,000); also: potency is read from the fitted curve at half-maximal effect; % is scaled to controls: 0 for no effect and ±100 for the full control effect; nearly all actives have a fitted effect of over 55% in size
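Primary qHTS, 1536-well format. 20 nM WRN + compound, 15 min RT; start with 100 nM forked fluorophore/quencher duplex, 2 mM ATP (final); kinetic read ex 525/em 598 nm.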
GLP-1R inv ag: qHTS of GLP-1 Receptor Inverse Agonists (Inhibition Mode). Glucagon-like peptide 1 receptor (Homo sapiens), P43220. HEK293 GLP-1R CRE-luciferase, luminescence, 24 h; GLP-1R form is constitutively active. Potency, µM (titrated, usually from 38.3 µM), without a hit: at the top dose activity change, negative = inhibition, usual class: inhibitors. actives 1.6% (n = 410,000). AID 624417, 2012; also: potency is read from the fitted curve at half-maximal effect; % is scaled to controls: 0 for no effect and ±100 for the full control effect; nearly all actives have a fitted effect of over 55% in size
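Seeding at 200 cells/uL, 12 h culture, 24 hr compound treatment, then luciferase reagent and a luminescence read; cells are HEK293 stably expressing a constitutively active GLP-1R plus cAMP-responsive luciferase.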
DRD3 antagonist: qHTS of D3 Dopamine Receptor Antagonist: qHTS. D(3) dopamine receptor (Homo sapiens), P35462. D3R cells, DiscoveRx beta-arrestin luminescence, antagonist mode; hits give low values. max response, negative = inhibition, %. actives 2.5% (n = 360,000); in the data active = max response below about -50%; inconclusive = no clear call, values can overlap the other calls; also: % is scaled to controls: 0 for no effect and ±100 for the full control effect; mostly tested at two doses, the higher about 12 µM
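Cells expressing the human receptor were seeded at 1500 cells/well, incubated overnight at 37 degrees C in 5% CO2, then exposed to library compounds with dopamine controls for 90 minutes at 37 degrees C before luminescent detection.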
DRD3 agonist: qHTS of D3 Dopamine Receptor Agonist: qHTS; D(3) dopamine receptor (Homo sapiens), P35462; D3R DiscoveRx beta-arrestin cells, luminescence, 90 min; max activation, %; actives 0.58% (n = 410,000); AID 652048, 2013; in the data active = max activation above about 30%; also: 0% is about no effect; mostly tested at two doses, the higher about 12 µM
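Cells at 1500/well, incubated overnight, then treated with pinned compounds (dopamine as control) for 90 min at 37 degrees C. DiscoveRx reagent added for 30 - 60 minutes at room temperature; luminescence read.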
GLP-1R agonist: qHTS of GLP-1 Receptor Agonists. Glucagon-like peptide 1 receptor (Homo sapiens), P43220. HEK293 GLP-1R CRE-luciferase, luminescence, 4-6 h; cells express a hypersensitive GLP-1R form. actives 0.007% (n = 380,000). Potency, µM (series often up to 45.6 µM), for inactives: top-dose activation, actives largely listed as activators; also: potency is read from the fitted curve at half-maximal effect; % of control where 0% means no effect
PLK1 PBD block: qHTS for Inhibitors of PLK1-PDB (polo-like kinase 1 - polo-box domain): Primary Screen. Potency, µM, for inactives: max response, negative = inhibition, most hits filed as inhibitors. Plk1 PBD binding of FITC phosphopeptide, fluorescence polarization. actives 2.8% (n = 360,000). AID 720504, 2013; also: potency is read from the fitted curve at half-maximal effect; series mostly up to about 57 µM; % is scaled to controls: 0 for no effect and ±100 for the full control effect; nearly all actives have a fitted effect of over 65% in size
Target sequence (P53350 whole entry, looked up, the tested form may be a part): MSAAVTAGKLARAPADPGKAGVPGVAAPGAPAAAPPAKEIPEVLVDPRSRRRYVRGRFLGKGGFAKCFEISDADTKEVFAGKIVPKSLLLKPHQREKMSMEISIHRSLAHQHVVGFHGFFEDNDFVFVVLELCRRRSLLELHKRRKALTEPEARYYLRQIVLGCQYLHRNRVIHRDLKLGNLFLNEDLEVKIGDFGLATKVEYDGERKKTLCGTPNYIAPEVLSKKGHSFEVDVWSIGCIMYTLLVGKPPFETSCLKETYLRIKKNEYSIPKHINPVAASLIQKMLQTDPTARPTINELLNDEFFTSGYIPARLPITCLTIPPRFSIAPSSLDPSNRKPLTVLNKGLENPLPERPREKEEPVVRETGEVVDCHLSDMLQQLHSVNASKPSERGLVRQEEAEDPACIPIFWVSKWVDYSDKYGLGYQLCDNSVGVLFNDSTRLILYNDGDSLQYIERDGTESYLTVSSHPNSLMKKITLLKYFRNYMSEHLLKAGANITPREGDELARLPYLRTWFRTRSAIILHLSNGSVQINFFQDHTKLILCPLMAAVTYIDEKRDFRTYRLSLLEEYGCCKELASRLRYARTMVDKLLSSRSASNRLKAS
GLP1R cytotox: qHTS of GLP-1 Receptor Inverse Agonists: Cytotox Screen | HEK293 cAMP-luciferase reporter cells, luminescence, 24 h | Potency, µM (highest dose often 38.3 µM), for the others: top-dose activity change, negative = inhibition, hits mostly inhibitors | actives 0.13% (n = 410,000);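 also: loss of luciferase light is scored as toxicity; potency is read from the fitted curve at half-maximal effect; % is scaled to controls: 0 for no effect and ±100 for the full control effect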
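MLSMR compounds, 24 hr on cells at 37 deg C/5% CO2; luminescence after luciferase reagent (12 min RT). Inhibition counted as the undesired cytotoxic outcome.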
Active calls of the source: *; ? = inconclusive; nt = no result given; [ ] = remark or other dose. Unless noted, calls follow the shape of the dose curve; as a rule, active = well fitted curve in the direction sought with a large enough effect; inconclusive = small, poorly fitted or top-dose-only effect, or another doubt; inactive = no such curve, though single readings can be large; an effect the other way counts as inactive or inconclusive.

no.	smiles	IL-2 act	GLP1R cytotox	PLK1 PBD block	GLP-1R agonist	GLP-1R inv ag
1	CCN(CC(=O)NCc1cccs1)S(=O)(=O)c1c(F)cccc1F	1.0	-5%	-11%	1%	-10%
2	Cc1ccc(CNC(=O)C2C3C=CC4(CN(Cc5cccnc5)C(=O)C24)O3)cc1 (centres undefined)	-4.2	-15%	-11%	-7%	1%
3	COc1ccccc1-c1n[nH]c(=S)n1-c1ccccc1	0.2	-9%	-20%	-6%	1%
4	CC1CCCC(C)N1C(=O)c1cc(F)c(F)cc1Cl (centres undefined)	-2.0	-10%	-7%	1%	?
5	CC1(C)C(=O)NCCN1C(=O)CC1C(=O)NCCN1Cc1cccc(C(F)(F)F)c1 (centres undefined)	-0.2	10%	-20%	5%	8%
6	C=C(C)n1c(=O)n(Cc2ccccc2C)c2ccccc21	-0.8	0%	2%	4%	?
7	Cc1ccc(-c2nc3cccnc3s2)cc1NC(=O)C1c2ccccc2Oc2ccccc21	-2.7	3%	3%	2%	13%
8	COc1ccc(C(=O)NC(=S)Nc2ccc(N3CCCC3)cc2)cc1	-0.2	-11%	-19%	5%	44%[activator]
9	O=C(CSc1nnc(Nc2ccccc2)s1)NN1C(=O)NC2(CCCCC2)C1=O	-0.3	-13%	4%	-1%	-9%
10	COc1ccc(C(C(=O)NC2CCCC2)N(Cc2ccccc2)C(=O)CNC(=O)c2ccco2)cc1 (centres undefined)	1.0	-7%	-3%	16%	-21%

no.	PI5P4Ka inh	WRN inhibitor	DRD3 antagonist	DRD3 agonist
1	-1	1%	1	2
2	6	11%	-25	-5
3	2	2%	?	-1
4	2	3%	-21	-1
5	-2	2%	3	4
6	-2	-5%	13	6
7	-10	-6%	5	2
8	0	13%	5	1
9	-1	3%	12	1
10	3	-3%	-14	1

Other results.
no.	smiles	IL-2 act	GLP1R cytotox	PLK1 PBD block	GLP-1R agonist	GLP-1R inv ag
11	Cc1cccc(/N=C/c2c(O)c3ccccc3oc2=O)n1	0.8	-15%	-2%	-10%	?
12	CSCC[C@H](NC(=O)OC(C)(C)C)C(=O)N/N=C/c1c(C)[nH]c(=O)[nH]c1=O	-0.1	-6%	-10%	2%	4%
13	Nc1nc(-c2ccco2)cs1	1.2	-3%	-6%	-12%	6%
14	CCOC(=O)C(CC)Sc1nc2c(cnn2-c2ccccc2)c(=O)[nH]1 (centres undefined)	-1.5	3%	-19%	4%	13%
15	Cc1ccc(-c2nc3ncccc3o2)cc1NC(=O)c1ccco1	0.8	-11%	-5%	4%	48%[activator]
16	O=C1N/C(=C/c2ccc(N3CCOCC3)o2)C(=O)N1c1cccc(Cl)c1	17	15%	-2%	5%	5%
17	CCOC(=O)c1nn(-c2ccc3ccccc3c2)cc1O	-3.7	-4%	-12%	6%	?
18	Cc1c(C(=O)Nc2ccc3c(c2)OCCO3)sc2ncnc(N3CCCCC3C)c12 (centres undefined)	-5.0	-18%	0%	-3%	?
19	O=C(Cc1ccc(Cl)cc1)NCC(=O)N1CCN(c2ccccc2)CC1	-1.9	-16%	?	10%	-24%
20	CCN(C(=O)COC(=O)c1cc(=O)c2ccccc2o1)c1c(N)n(Cc2ccccc2)c(=O)[nH]c1=O	1.3	-7%	-10%	-9%	6%

no.	PI5P4Ka inh	WRN inhibitor	DRD3 antagonist	DRD3 agonist
11	5	-3%	?	-1
12	-4	6%	-4	3
13	-11	2%	0	2
14	0	-6%	9	-2
15	8	2%	9	5
16	-9	-4%	-75*	-12
17	-8	-3%[57.1 µM]	-14	-21
18	nt	-8%[57.1 µM]	54	20
19	0	-5%	12	-13
20	-1	3%	-10	-2

Record cards, from the list above. Screens in order: IL-2 act | GLP1R cytotox | PLK1 PBD block | GLP-1R agonist | GLP-1R inv ag | PI5P4Ka inh | WRN inhibitor | DRD3 antagonist | DRD3 agonist
Profile of `CCN(CC(=O)NCc1cccs1)S(=O)(=O)c1c(F)cccc1F` → 1.0 | -5% | -11% | 1% | -10% | -1 | 1% | 1 | 2
Profile of `CCN(C(=O)COC(=O)c1cc(=O)c2ccccc2o1)c1c(N)n(Cc2ccccc2)c(=O)[nH]c1=O` → 1.3 | -7% | -10% | -9% | 6% | -1 | 3% | -10 | -2
Profile of `Cc1cccc(/N=C/c2c(O)c3ccccc3oc2=O)n1` → 0.8 | -15% | -2% | -10% | ? | 5 | -3% | ? | -1
Profile of `Cc1c(C(=O)Nc2ccc3c(c2)OCCO3)sc2ncnc(N3CCCCC3C)c12` (centres undefined) → -5.0 | -18% | 0% | -3% | ? | nt | -8%[57.1 µM] | 54 | 20
Profile of `Nc1nc(-c2ccco2)cs1` → 1.2 | -3% | -6% | -12% | 6% | -11 | 2% | 0 | 2

(list continues)
no.	smiles	IL-2 act	GLP1R cytotox	PLK1 PBD block	GLP-1R agonist	GLP-1R inv ag
21	Cc1ccc(C)c(N2CCN(CC3CCCCC3)CC2)c1	-0.9	?	0%	-16%	-30%
22	COc1ccc(CC(=O)OCC(=O)NC(=O)NC2CCCC2)cc1	0.6	-5%	0%	1%	-13%
23	COc1cc(NC(=O)CN2CCCCC2C)c(C)cc1[N+](=O)[O-] (centres undefined)	0.4	-7%	-1%	12%	-21%
24	COc1ncccc1-c1cnc2cccnn12	0.2	2%	-13%	0%	20%
25	CC[C@H](C)C(C(=O)N1CCN(C(=O)OC(C)(C)C)CC1)n1cc(C(CC(C)C)NC(=O)OC(C)(C)C)nn1 (some centres undefined)	-0.3	-30%	0%	0%	16%
26	COc1ccc(OC)c(NS(=O)(=O)c2cccs2)c1	-0.1	-3%	-7%	-10%	0%
27	COc1cc(CCC(=O)NCC2CCCO2)cc(OC)c1OC (centres undefined)	-2.4	-2%	3%	-1%	5%
28	Cc1c(Cc2ccccc2)[n+](=O)c2ccccc2n1[O-]	-1.5	4%	-4%	10%	1%
29	CCOC(=O)Cc1csc(NC(=O)Nc2ccc(C)cc2)n1	0.1	2%	-3%	16%	-23%
30	COc1ccc(C2C(C#N)=C(N)Oc3cc(O)ccc32)cc1C (centres undefined)	-0.5	nt	-16%	-5%	13%

no.	PI5P4Ka inh	WRN inhibitor	DRD3 antagonist	DRD3 agonist
21	4	1%	-57*	-14
22	2	-3%	3	-15
23	-4	4%	15	9
24	0	-1%	?	-6
25	-1	-3%	21	6
26	4	2%	-18	-8
27	-4	3%	7	-3
28	-1	1%	0	2
29	3	-8%	0	10
30	-11	8%	-10	-4

New compounds follow
no.	smiles	IL-2 act	GLP1R cytotox	PLK1 PBD block	GLP-1R agonist	GLP-1R inv ag
31	COc1ccc(OCc2nnc(SCC(=O)N3c4ccccc4Sc4ccc(Cl)cc43)o2)cc1	-2.1	5%	-2%	-8%	5%
32	O=C(O)c1ccccc1NCc1cccnc1	-0.4	5%	-5%	5%	8%
33	O=S(c1ccccc1O)S(=O)c1ccccc1O (centres undefined)	-0.2	-15%	0.6µM*	3%	4%
34	COc1ccc(CN(C(=O)CNC(=O)c2ccco2)C(C(=O)NCC2CCCO2)c2ccccc2)cc1 (centres undefined)	-0.1	11%	-13%	19%	-11%
35	CCn1c(SCC(=O)N(C)C2CCCCC2)nc2cc(S(N)(=O)=O)ccc21	1.1	1%	-3%	11%	16%
36	COC(=O)c1ccc(NC(=O)CN(c2ccc(C)cc2)S(=O)(=O)c2c(C)n[nH]c2C)cc1	-0.1	2%	-7%	2%	?
37	Cc1ncc(CN2CCCC(C(=O)Nc3ccc(-c4ccco4)cc3)C2)cn1 (centres undefined)	1.4	-15%	-13%	1%	-20%
38	O=[N+]([O-])c1ccc(N2CCCCC2)cc1SCCO	1.0	-22%	-2%	-2%	10%
39	COCc1ccc(C(=O)OC(C)C(=O)Nc2c(C)n(C)n(-c3ccccc3)c2=O)cc1 (centres undefined)	0.3	-5%	3%	-4%	4%
40	O=C(c1cccs1)c1cn(CC(=O)N2CCc3ccccc3C2)c2ccccc12	1.1	-3%	-24%	2%	?

no.	PI5P4Ka inh	WRN inhibitor	DRD3 antagonist	DRD3 agonist
31	6	-4%	30	0
32	0	7%	-1	-3
33	-83*	14µM*	-21	-10
34	3	0%	0	-2
35	3	2%	-19	10
36	-2	-2%	-22	-5
37	-1	-30%	-18	-3
38	-2	3%	-17	-5
39	9	-4%	9	10
40	1	?	-9	-12

(next part)
no.	smiles	IL-2 act	GLP1R cytotox	PLK1 PBD block	GLP-1R agonist	GLP-1R inv ag
41	CN(C)c1ccc(C=NCCC2(O)CCOC(C)(C)C2)cc1 (centres undefined)	2.7	13%	-2%	-15%	-8%
42	Cc1ccccc1NC(=S)N(C)C1(c2ccccc2Cl)CCCCC1=O (centres undefined)	-0.6	11%	0%	-10%	1%
43	O=c1c(-c2cc3ccccc3o2)[n+]([O-])c2ccccc2n1OCc1ccccn1	-3.2	11%	?	-3%	3%
44	O=C(CN1CCN(S(=O)(=O)c2ccc(Br)s2)CC1)NCC1CCCCC1	-1.1	-8%	-5%	5%	?
45	COc1ccc(N2C(=O)CS(=O)(=O)C23C(=O)N(Cc2c(F)cccc2Cl)c2ccccc23)cc1 (centres undefined)	nt	-5%	nt	-2%	9%
46	O=C(COC(=O)c1ccccc1F)Nc1ccc2c(c1)OCCO2	1.2	6%	-15%	6%	40%[activator]
47	COc1cc(OC)cc(-c2sc3ccc(OC)cc3c2C#CC(C)(C)O)c1	-4.2	7%	-11%	22%	?
48	C[C@H](NC(=O)OCc1ccccc1)C(=O)NNC(=O)[C@H](C)NC(=O)OCc1ccccc1	-0.6	4%	-3%	11%	13%

no.	PI5P4Ka inh	WRN inhibitor	DRD3 antagonist	DRD3 agonist
41	-4	3%	1	1
42	nt	-7%	14	0
43	3	13%	2	0
44	1	-2%	8	1
45	nt	nt	nt	2
46	-2	1%	-2	-4
47	39	-7%	29	36*
48	10	2%	7	-24
